Screening data: PubChem, Sanford-Burnham Center for Chemical Genomics
697 NFkB inh – inhibitors of PMA/ionomycin-induced NF-kB reporter, 697 cells, primary screen, B-cell NF-kB inhibitor project, cell-based, luminescence, uHTS; 697 B-cell NF-kB luciferase reporter, 16 h; inhibition, % at 4 µM; actives 0.33% (n = 330,000); AID 435022, 2010; in the data active = inhibition above about 35%
Jurkat NFkB inh – inhibitors of induced NF-kB luciferase reporter, primary screen, TCR NF-kB activation inhibitor project, cell-based, luminescence, uHTS; inhibition, % at 4 µM; actives 0.53% (n = 330,000); Jurkat, PMA/ionomycin-induced NF-kB luciferase reporter; in the data active = inhibition above about 50%
UBC13 polyUb – UBC13 polyubiquitin chain formation inhibitors, primary screen, biochemical, TR-FRET, uHTS | Ubiquitin-conjugating enzyme E2 N (Homo sapiens), P61088 | inhibition, % at 20 µM | actives 0.47% (n = 330,000); in the data active = inhibition above about 45%, passing the limit was not always enough
Target sequence (P61088 whole entry, looked up): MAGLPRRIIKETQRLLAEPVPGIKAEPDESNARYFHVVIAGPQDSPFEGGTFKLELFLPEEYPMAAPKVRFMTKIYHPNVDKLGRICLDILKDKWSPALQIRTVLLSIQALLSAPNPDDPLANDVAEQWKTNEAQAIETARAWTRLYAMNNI
EBI2 antag – EBI2 receptor antagonists, beta-arrestin recruitment, primary screen, cell-based, luminescence, 7a,25-OHC stimulation, uHTS; inhibition, % at 5 µM; G-protein coupled receptor 183 (Homo sapiens), P32249; 7a,25-OHC stimulated; actives 0.81% (n = 360,000); in the data active = inhibition above about 38%;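 also: enzyme fragment complementation signal reports receptor beta-arrestin coupling in cells; 0% = agonist plus DMSO wells and 100% = wells without agonist; some results beyond the cut were filed as inactive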
APJ antagonist – antagonists of human apelin receptor APJ, primary screen, CHO-K1 cells, beta-arrestin complementation, luminescence; inhibition, % at 20 µM; actives 0.32% (n = 330,000); AID 2521, 2010;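 active = inhibition above about 40% at 20 µM, limit read from the data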;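 also: cells challenged with 10 nM apelin-13 agonist together with compound; plate controls were apelin-13 plus DMSO wells for no effect and DMSO wells lacking apelin-13 for full effect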
Target sequence (P35414 whole entry, looked up): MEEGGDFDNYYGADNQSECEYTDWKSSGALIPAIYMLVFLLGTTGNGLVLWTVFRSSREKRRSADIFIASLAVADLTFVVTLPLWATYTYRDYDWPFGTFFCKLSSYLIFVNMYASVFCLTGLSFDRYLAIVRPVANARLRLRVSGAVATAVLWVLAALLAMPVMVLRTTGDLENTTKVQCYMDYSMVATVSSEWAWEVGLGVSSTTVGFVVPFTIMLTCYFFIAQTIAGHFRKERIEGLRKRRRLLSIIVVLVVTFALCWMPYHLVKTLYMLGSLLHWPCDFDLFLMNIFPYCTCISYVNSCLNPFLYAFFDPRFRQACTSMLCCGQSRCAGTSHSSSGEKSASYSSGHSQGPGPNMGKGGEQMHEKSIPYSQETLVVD
CCR6 antag – CCR6 receptor antagonists, primary screen, cell-based, CHO-K1, luminescence, beta-arrestin, uHTS; inhibition, % at 20 µM; actives 0.49% (n = 340,000); CHO-K1 CCR6 PathHunter beta-arrestin, CCL20-stimulated;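 active = compounds whose inhibition of the agonist-driven luminescence signal at 20 µM reaches about 50%, limit read from the data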;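 also: cells stimulated with CCL20 at 14 nM final; plate controls were DMSO with CCL20 for no effect and DMSO without agonist for full effect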
Target sequence (P51684 whole entry, looked up): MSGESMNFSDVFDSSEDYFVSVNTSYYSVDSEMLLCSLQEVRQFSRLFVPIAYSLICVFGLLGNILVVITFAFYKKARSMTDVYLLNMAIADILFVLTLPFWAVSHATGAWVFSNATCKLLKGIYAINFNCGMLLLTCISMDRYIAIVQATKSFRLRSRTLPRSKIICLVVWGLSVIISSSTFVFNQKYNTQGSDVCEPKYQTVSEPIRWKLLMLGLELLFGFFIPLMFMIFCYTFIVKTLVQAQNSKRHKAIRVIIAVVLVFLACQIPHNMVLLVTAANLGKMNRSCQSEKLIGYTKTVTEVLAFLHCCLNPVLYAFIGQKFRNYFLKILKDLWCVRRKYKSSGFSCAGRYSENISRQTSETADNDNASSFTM
CXCR6 block – CXCR6 receptor inhibitors, primary screen, cell-based, beta-arrestin, luminescence, CHO-K1 PathHunter, 1536-well | actives 0.36% (n = 360,000) | inhibition, % at 20 µM | C-X-C chemokine receptor type 6 (Homo sapiens), O00574 | AID 602244, 2012; in the data active = inhibition above about 34%, passing the limit was not always enough;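 also: antagonist mode with CXCL16 agonist at 10 nM final; 0% = 10 nM CXCL16 with DMSO and 100% = unstimulated wells without agonist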
Gli-Sufu block – Gli-Sufu pathway antagonists, primary screen, luciferase luminescence, Sufu-KO-LIGHT cells, uHTS | actives 0.74% (n = 340,000) | Sufu-KO-LIGHT fibroblasts, Gli luciferase reporter luminescence | inhibition, % at 5 µM;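 active = inhibition above about 55%, limit read from the data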;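 also: 0% = DMSO-treated cells and 100% = wells with medium but no cells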
* = called active by the depositor; / = no result given.

Every second line gives: 697 NFkB inh	Jurkat NFkB inh	UBC13 polyUb	EBI2 antag	APJ antagonist	CCR6 antag	CXCR6 block	Gli-Sufu block
1. COc1ccc(S(=O)(=O)N2CCC(NC(=O)Nc3ccc(C)cc3)CC2)cc1
  -3.1	-10.1	-6.1	11.2	9.4	5.7	-5.8	19.3
2. Cc1ccc(C(=O)OCC(=O)N(CCc2ccccc2)Cc2ccccc2)cc1S(=O)(=O)N1CCOCC1
  3.2	5.1	2.8	11.8	-2.9	17.0	7.0	-21.6
3. O=C(/C=C/c1ccccc1)NC(=S)NNC(=O)c1cnccn1
  -16.6	15.3	-8.5	-7.6	-23.9	7.3	-0.2	-1.5
4. Cc1ccc(CNC(=O)C2CCCN2C(=O)Nc2ccc(C)cc2)cc1 (stereo unspecified)
  -3.5	-9.6	-0.7	9.5	6.8	5.1	-21.1	-9.3
5. COC(=O)c1ccc(N2C(=O)CC(NCc3ccccc3)C2=O)cc1 (stereo unspecified)
  -22.6	6.4	-2.1	-8.6	-12.5	-6.5	8.0	2.5
6. Nc1cc(=O)[nH]n1C1CCCCC1
  7.9	-9.1	-7.1	-7.2	-0.2	-13.9	2.2	5.3
7. O=C(Nc1ccc(S(=O)(=O)N2CCCC2)cc1)c1cccs1
  16.0	8.3	-6.8	7.1	18.6	10.3	-6.0	1.1
8. O=C(CSc1nc2ncc(Cl)cc2[nH]1)NCCc1ccc(F)cc1
  -7.2	0.9	3.6	-5.0	-6.9	1.0	-4.9	-6.4
9. Cc1ccc2c(c1)cc(CN(Cc1ccco1)C(=O)COc1ccccc1)c1nnnn12
  -4.9	12.5	4.7	17.2	11.9	-7.7	-2.4	4.7
10. Cc1ccc(/C=N/n2c(COc3ccccc3)n[nH]c2=S)s1
  24.2	5.7	1.8	10.3	7.7	10.1	10.9	-2.2
11. CN(C)C(=O)c1cccn(Cc2cccc(C(F)(F)F)c2)c1=O
  6.1	-3.6	-1.9	2.0	1.0	8.1	3.7	6.7
12. Cc1nnc2n(C)c(=O)c3c4c(sc3n12)COC(C)(C)C4
  11.2	-3.3	-13.2	-3.8	-19.1	12.9	-1.6	-31.2
13. Cn1c(SCC(=O)NC(=O)CN2CCCC2=O)nnc1-c1ccc(F)cc1
  14.8	1.0	8.6	8.0	0.7	10.8	-2.6	-15.2
14. COC(=O)c1cc(C(=O)Nc2ccc(C)cn2)cc([N+](=O)[O-])c1
  11.8	-0.5	7.3	-0.8	-17.3	-11.3	-7.8	-0.9
15. Cc1nn(C(C)c2n[nH]c(=S)n2-c2ccc(F)cc2)c(C)c1[N+](=O)[O-] (stereo unspecified)
  9.1	11.7	0.0	-6.7	-14.6	29.6	1.2	38.8

Retrieved by compound from the list above, 2 records:
Every second line gives: 697 NFkB inh	Jurkat NFkB inh	UBC13 polyUb	EBI2 antag	APJ antagonist	CCR6 antag	CXCR6 block	Gli-Sufu block
9. Cc1ccc2c(c1)cc(CN(Cc1ccco1)C(=O)COc1ccccc1)c1nnnn12
  -4.9	12.5	4.7	17.2	11.9	-7.7	-2.4	4.7
1. COc1ccc(S(=O)(=O)N2CCC(NC(=O)Nc3ccc(C)cc3)CC2)cc1
  -3.1	-10.1	-6.1	11.2	9.4	5.7	-5.8	19.3

Back to the main list, repeating the 7 entries before the break.
Every second line gives: 697 NFkB inh	Jurkat NFkB inh	UBC13 polyUb	EBI2 antag	APJ antagonist	CCR6 antag	CXCR6 block	Gli-Sufu block
9. Cc1ccc2c(c1)cc(CN(Cc1ccco1)C(=O)COc1ccccc1)c1nnnn12
  -4.9	12.5	4.7	17.2	11.9	-7.7	-2.4	4.7
10. Cc1ccc(/C=N/n2c(COc3ccccc3)n[nH]c2=S)s1
  24.2	5.7	1.8	10.3	7.7	10.1	10.9	-2.2
11. CN(C)C(=O)c1cccn(Cc2cccc(C(F)(F)F)c2)c1=O
  6.1	-3.6	-1.9	2.0	1.0	8.1	3.7	6.7
12. Cc1nnc2n(C)c(=O)c3c4c(sc3n12)COC(C)(C)C4
  11.2	-3.3	-13.2	-3.8	-19.1	12.9	-1.6	-31.2
13. Cn1c(SCC(=O)NC(=O)CN2CCCC2=O)nnc1-c1ccc(F)cc1
  14.8	1.0	8.6	8.0	0.7	10.8	-2.6	-15.2
14. COC(=O)c1cc(C(=O)Nc2ccc(C)cn2)cc([N+](=O)[O-])c1
  11.8	-0.5	7.3	-0.8	-17.3	-11.3	-7.8	-0.9
15. Cc1nn(C(C)c2n[nH]c(=S)n2-c2ccc(F)cc2)c(C)c1[N+](=O)[O-] (stereo unspecified)
  9.1	11.7	0.0	-6.7	-14.6	29.6	1.2	38.8
16. Cn1c(=O)c(Nc2ccc(Cl)cc2)c2c3c(cccc31)C(=O)c1ccccc1-2
  3.6	18.7	-87.9	/	-0.5	17.6	/	7.5
17. Cc1cc(=O)n(CC=C(Cl)Cl)c2ccccc12
  12.1	5.9	4.8	10.3	5.8	-8.2	-0.9	-7.5
18. Cc1ccc(NC(=O)CNc2cc(S(=O)(=O)N3CCOCC3)ccc2N2CCOCC2)cc1S(=O)(=O)N(C)C
  8.7	14.1	7.3	-2.7	7.8	1.2	3.0	8.7
19. O=C(NC12CC3CC(CC(C3)C1)C2)N(Cc1ccccc1)Cc1ccncc1
  6.2	5.5	12.1	6.5	-15.7	12.3	4.1	17.9
20. O=C(CNCCc1ccc(Cl)cc1Cl)NCc1ccco1
  -2.1	-7.7	6.6	8.8	-9.8	-1.3	-2.0	4.4
21. CC(=O)C1=C(C)Nc2ncnn2C1c1ccc(Br)cc1 (stereo unspecified)
  13.9	-23.1	-2.9	-10.9	21.1	-1.7	7.7	11.4
22. COc1ccc(-c2cc(C(=O)Nc3ccc(C)cc3)no2)cc1
  21.5	2.6	16.2	-6.2	10.2	-4.0	3.8	-15.0
23. Cc1cc(-c2c(C(=O)N3CCOCC3)c(C)nn2-c2ccccc2)no1
  9.1	8.6	3.2	-11.4	-16.1	2.4	-15.9	1.9
24. CC(OC(=O)Cc1n[nH]c(=O)c2ccccc12)C(=O)Nc1ccc(F)cc1Cl (stereo unspecified)
  -1.0	22.1	-4.8	2.0	12.5	2.6	0.9	-5.7
25. COc1ccc([N+](=O)[O-])cc1N/C(=N/S(=O)(=O)c1ccccc1)c1ccccc1
  1.0	-22.6	-5.9	-4.9	-5.0	19.2	14.6	-7.1
26. Cn1cnnc1Sc1ccc(CN2CCN(C3CCCC3)C(CCO)C2)o1 (stereo unspecified)
  4.3	-4.1	1.8	-8.1	-0.4	7.8	-4.2	-1.4
27. Cc1[nH]n(-c2ccc(Br)cc2)c(=O)c1C=Nc1ccc(S(=O)(=O)Nc2nccs2)cc1
  -10.0	5.9	-19.3	7.4	15.2	30.4	5.9	3.1
28. CCC(C)Cn1cnc2c(SCc3ccccn3)nc(N)nc21 (stereo unspecified)
  /	/	/	-6.6	/	2.8	-2.6	-9.0
29. COc1ccc(NC(=O)Cn2c(-c3ccc(OC)cc3)cn(-c3ccc(C)cc3)c2=O)cc1
  -4.9	2.1	-0.8	1.7	10.7	-4.1	-0.5	-11.7
30. Cc1noc(C)c1CSc1nnc(-c2ccccc2F)n1CCc1ccccc1
  -6.6	-6.0	-15.8	1.9	5.7	18.6	-4.2	1.8
31. CC1CCCCN1C(=O)CSc1nnc(-c2cccnc2)o1 (stereo unspecified)
  10.7	9.3	3.8	-6.6	18.5	-13.7	2.5	-13.6
32. Cc1noc(C)c1S(=O)(=O)Nc1cc(C(F)(F)F)ccc1N1CCOCC1
  -37.4	-4.1	-10.8	-0.3	7.8	7.2	2.9	-9.6
33. CCOC(=O)c1cccc(NC(=O)c2cc3ccccc3o2)c1
  -141.8	-79.4	-3.4	34.1	-17.5	11.8	5.3	-92.7
34. O=C(Oc1ccc(-c2cnc3ccccc3n2)cc1)c1cc([N+](=O)[O-])ccc1Cl
  -142.4	-107.9	-5.4	54.7*	-12.7	12.3	0.7	-60.4
35. CC(=O)c1ccc2c3c(cccc13)CC2
  14.1	-1.2	42.6	-4.1	1.2	-8.4	1.2	1.4
36. O=C(OCC(=O)N1CCc2ccccc21)[C@@H]1CCCN1S(=O)(=O)c1ccccc1F
  6.3	10.9	7.6	-3.0	-5.2	-12.3	-1.8	-17.3
37. COc1ccc(C(=O)Nc2ccc(C3(C#N)CCCC3)cc2)cc1OC
  -38.0	-73.0	6.2	6.9	14.2	-9.7	0.4	8.6
38. CCOC(=O)C1CCN(C(=S)NC2CCCC2)CC1
  16.0	1.1	7.5	-5.2	2.6	3.3	-16.3	14.3
39. COc1cccc(CNC(=O)CCCC(=O)NC(C)CCc2ccccc2)c1 (stereo unspecified)
  -22.7	-1.8	-2.4	7.0	7.9	11.3	-4.1	1.1
40. Cc1cc(C)c(OCC(=O)Nc2ccc(S(=O)(=O)N3CCCC3)cc2)c(C)c1
  5.3	15.4	-0.2	15.7	-13.4	11.7	-3.3	97.7*
41. CC(C)CCNC(=S)Nc1ccc(Br)cc1
  -34.5	-11.1	7.6	16.0	2.9	-16.0	-13.8	-26.3
42. Cc1nnsc1-c1c(C(=O)N2CCOCC2)c(C)nn1-c1ccc(Cl)cc1
  -14.1	-6.0	-4.5	1.6	11.3	10.0	0.7	4.0
43. CN1CC(=O)N(CC(=O)Nc2cccc(S(=O)(=O)N3CCOCC3)c2)C1=O
  -17.8	5.1	-5.8	-5.1	-4.9	-3.8	-9.0	5.2
44. c1ccc(-c2ccccc2OCCCCN2CCCCC2)cc1
  -16.4	-22.7	9.4	-2.3	2.0	-3.2	1.2	9.3
45. Cc1[nH]c2ccc(C(=O)N3CCN(Cc4ccccc4)CC3)cc2c1C
  -6.6	-1.7	7.0	64.8*	-13.4	5.5	-8.0	-25.3
46. CCOc1ccc(C2C(C#N)=C(N)N(c3sc4c(c3C#N)CCCC4)C3=C2C(=O)CCC3)cc1 (stereo unspecified)
  6.1	-6.6	-11.7	6.7	-13.2	8.5	9.0	7.7
47. CCn1c(C(=O)N2CCCC(C(=O)O)C2)cc2sccc21 (stereo unspecified)
  20.8	7.7	-7.3	-4.5	12.2	-7.1	-4.6	-12.3
48. CN(c1ccc(C(=O)N2CCN(c3ccc(F)cc3)CC2)cc1)S(C)(=O)=O
  12.1	0.2	-1.5	2.3	-21.2	-7.9	4.8	-2.0
49. COc1ccc([C@H]2CC(=O)C=C(c3cc(Br)ccc3OC)C2)cc1
  -0.1	28.7	6.9	16.5	14.6	12.4	6.1	-5.9
50. CCC(C)(C)NC(=O)C(c1ccccn1)N(C(=O)c1csnn1)c1ccc(C)cc1 (stereo unspecified)
  4.5	-9.4	-11.7	13.7	-7.6	5.9	10.5	-0.1
51. CCN(c1cccc(C)c1)S(=O)(=O)c1ccc2c(c1)NC(=O)CCS2
  -2.7	-4.3	3.0	37.0	-35.8	4.7	0.7	-10.0
52. CCc1nc(SCc2ccc(F)cc2)n[nH]1
  4.8	-20.2	13.5	-0.7	-15.4	-3.8	0.4	-6.7

An unsorted share of the library. About 3% of those tested had a hit in this group.
